Screening data deposited in PubChem BioAssay by Johns Hopkins Ion Channel Center.
KCNQ2 inh – KCNQ2 channel blockers in CHO-K1 cells – cell-based, FluxOR thallium flux, B-score, primary screen (AID 2156); 20 min; stronger effect = lower value; B-score at 10 µM; 1.1% of 310,000 active;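 active = fluorescence ratio B-score at most minus 3 library SDs, with starting brightness B-score within 2 library SDs, cut at about -5.5 in these data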
Target sequence (O88943 whole entry, looked up): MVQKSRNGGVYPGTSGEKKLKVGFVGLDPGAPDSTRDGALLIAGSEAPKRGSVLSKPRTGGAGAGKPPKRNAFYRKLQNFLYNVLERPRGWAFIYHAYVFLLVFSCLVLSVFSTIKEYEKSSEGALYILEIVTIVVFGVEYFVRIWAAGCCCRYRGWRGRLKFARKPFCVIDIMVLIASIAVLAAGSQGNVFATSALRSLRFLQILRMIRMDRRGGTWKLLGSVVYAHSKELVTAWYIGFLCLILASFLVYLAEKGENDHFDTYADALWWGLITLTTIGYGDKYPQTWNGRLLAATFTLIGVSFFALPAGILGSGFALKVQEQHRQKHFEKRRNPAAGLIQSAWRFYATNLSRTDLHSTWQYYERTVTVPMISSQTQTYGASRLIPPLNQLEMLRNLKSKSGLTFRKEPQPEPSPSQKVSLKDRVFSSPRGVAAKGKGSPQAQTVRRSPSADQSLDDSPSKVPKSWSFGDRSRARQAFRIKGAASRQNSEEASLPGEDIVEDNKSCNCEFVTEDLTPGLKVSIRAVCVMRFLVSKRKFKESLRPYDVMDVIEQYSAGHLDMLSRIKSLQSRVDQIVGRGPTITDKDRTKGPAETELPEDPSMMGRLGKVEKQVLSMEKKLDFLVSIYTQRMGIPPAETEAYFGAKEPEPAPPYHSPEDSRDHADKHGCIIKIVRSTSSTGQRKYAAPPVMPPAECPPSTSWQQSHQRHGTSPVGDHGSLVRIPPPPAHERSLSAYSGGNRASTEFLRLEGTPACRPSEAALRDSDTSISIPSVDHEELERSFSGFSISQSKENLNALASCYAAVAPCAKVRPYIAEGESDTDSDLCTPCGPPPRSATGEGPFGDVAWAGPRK
CHT inh – human CHT choline transport inhibition; B-score at 10 µM; 0.86% of 310,000 active; Q9GZV3; CHT-expressing cells, membrane potential dye, choline response; stronger effect = lower value; AID 488975;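 active = B-score over 3 SD under the library average, and starting fluorescence ratio not unusually high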;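 also: choline stimulus applied at its EC90 after an EC20 pre-addition; B-score computed on integrated fluorescence ratio after choline addition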
An asterisk follows results filed as active; i = inactive; . = not tested or not shown.

SMILES	KCNQ2 inh	CHT inh
O=C(COc1ccc2ccc(=O)oc2c1)Nc1nccs1	i	i
C/C(=N\NC(=O)CSc1nc(C)cc(C)n1)c1ccc([N+](=O)[O-])cc1	i	i
O=C1/C(=C/c2ccsc2)N2CCC1CC2	i	i
COc1ccc(NC(=O)C2CCCN2S(=O)(=O)c2cccc3cccnc23)c(OC)c1 (configuration not stated)	i	i
O=C(NC1CCCCC1)c1cc(-c2ccccc2Cl)on1	i	i
COc1cccc(NC(=O)C(C)OC(=O)CCCNC(=O)c2ccc(Cl)cc2)c1 (configuration not stated)	i	i
CNc1ccc(S(=O)(=O)NC)cc1[N+](=O)[O-]	i	i
Cc1[nH]c2ccc(-c3nnc(SCC(=O)N4CCCc5ccccc54)o3)cc2c1C	i	i
Cc1nc2c(=O)n(-c3ccc(F)c(Cl)c3)nc(C)c2s1	i	i
COc1ccc(NC(C)c2cc(Cl)ccc2O)cc1 (configuration not stated)	i	i
COc1cc(C(=O)NCC(=O)N/N=C/c2ccco2)cc(OC)c1OC	i	i
Cc1cccc(C(=O)NCc2nnc(SCC(=O)Nc3nncs3)n2C)c1	i	i
CCOc1ccc(-n2c(SCC(=O)Nc3ccc(OC)cc3)nc3c(c2=O)SCC3)cc1	i	i
CCc1ccc(-c2cc(C)no2)cc1S(=O)(=O)N1CCN(c2ccccn2)CC1	i	i
CCc1ccccc1NC(=O)c1cc([N+](=O)[O-])ccc1N1CCOCC1	i	i
O=C(Cn1nnc2ccccc21)C1CC1	i	i
COC(=O)c1ccc(COc2ccccc2/C=N/NS(=O)(=O)c2ccc(C)cc2)cc1	i	i
Cc1ccc(Cl)cc1N1CCN(C(=O)C(=O)N2CCCCC2)CC1	i	i
Cc1ccc(S(=O)(=O)Nc2cc(C)nn2-c2ccccc2)cc1	i	i
COC(=O)c1sccc1NC(=O)c1c(-c2ccccc2)noc1C	i	i
CCCN(CCC)CCCNC(=O)c1cc2c(=O)n(CC)c3ccccc3c2s1	i	i
c1csc(-c2nc(N3CCCCC3)no2)c1	i	i
CCOC(=O)C1CCCN(S(=O)(=O)Cc2ccccc2Cl)C1 (configuration not stated)	i	i
COc1ccc(CC(=O)N2CCC(n3nccc3NC(=O)C3CCOC3)CC2)cc1 (configuration not stated)	i	i
COc1ccc(-n2c(=S)[nH]c3c(oc4ccccc43)c2=O)cc1	i	i
SMILES	KCNQ2 inh	CHT inh
Cn1c(SCC(=O)NCCNC(=O)CSc2nnc(C(F)(F)F)n2C)nnc1C(F)(F)F	i	i
N/C(=N\OC(=O)c1cccc2ccccc12)c1ccccn1	i	i
Cc1nc(-c2ccc(NC(=O)c3ccc(Br)o3)cc2)cs1	i	i
COc1ccc(CCNC(=O)C2CC(=O)N(c3ccc(Br)cc3)C2)cc1OC (configuration not stated)	i	i
Cc1ccc(C)c(N(CC(=O)NC2CCCC2)C(=O)CCCC(=O)Nc2ccccn2)c1	i	.
CCOC(=O)c1c(C)n(C)c2c(C)cc(O)c(OC(C)=O)c12	i	i
CC12CCC(C(=O)N(c3cccc(Cl)c3)C1=O)C2(C)C (configuration not stated)	i	i
Cc1ccccc1CSc1nnc(-c2ccncc2)o1	i	i
c1ccn2c(CNc3ncnc4sccc34)nnc2c1	i	i
O=C(CSc1nnc2scc(-c3ccccc3)n12)Nc1nsc(-c2ccccc2)n1	i	i
CCn1nnnc1-c1ccc(OC)c(S(=O)(=O)NCc2ccccc2)c1	i	i
CCCC1(CCC)NC(=O)N(CC(=O)Nc2cccc(OC)c2)C1=O	i	i
COc1cccc(-c2nc(SC)nc3sc(C(=O)NC(C)(C)C)c(N)c23)c1	i	i
O=C(COC(=O)c1cc(-c2cccs2)nn1-c1ccccc1)Nc1cc([N+](=O)[O-])ccc1Cl	i	i
Cn1nnnc1SCC(=O)Nc1ccc2c(c1)OCCO2	i	i
COc1ccc(/C=N/NC(=O)c2ccc3c(c2)NC(=O)C(C)(C)O3)cc1OC	i	i
CCc1ccc(-c2cc(C(F)(F)F)n3nc(C(=O)Nc4cnn(Cc5ccccc5C)c4)cc3n2)s1	i	i
CSc1ccc(-c2nnn(Cc3ccccn3)n2)cc1	i	i
O=C1[C@H]2[C@H](ON3CCCC[C@H]23)C(=O)N1c1cccc(C(F)(F)F)c1	i	i
O=C(Nc1ccccc1C(=O)N1CCOCC1)c1ccc(Cl)cc1	i	i
CCOC(=O)N1CCN(C(=S)NCCOC)CC1	i	i
CCN(C(=O)COC(=O)/C=C/c1ccccc1[N+](=O)[O-])C1CCS(=O)(=O)C1 (configuration not stated)	i	i
O=C(CS(=O)CC(=O)NC12CC3CC(CC(C3)C1)C2)Nc1ccc(F)cc1 (configuration not stated)	i	i
CCOc1cccc2cc(C(=O)N3CCc4ccccc43)c(=O)oc12	i	i
O=C1N/C(=C\c2ccc(O)cc2)C(O)=C1C=NCc1ccccc1	i	i

Copied from above, 18 compounds:
SMILES	KCNQ2 inh	CHT inh
Cn1c(SCC(=O)NCCNC(=O)CSc2nnc(C(F)(F)F)n2C)nnc1C(F)(F)F	i	i
N/C(=N\OC(=O)c1cccc2ccccc12)c1ccccn1	i	i
Cc1nc(-c2ccc(NC(=O)c3ccc(Br)o3)cc2)cs1	i	i
COc1ccc(CCNC(=O)C2CC(=O)N(c3ccc(Br)cc3)C2)cc1OC (configuration not stated)	i	i
Cc1ccc(C)c(N(CC(=O)NC2CCCC2)C(=O)CCCC(=O)Nc2ccccn2)c1	i	.
CCOC(=O)c1c(C)n(C)c2c(C)cc(O)c(OC(C)=O)c12	i	i
CC12CCC(C(=O)N(c3cccc(Cl)c3)C1=O)C2(C)C (configuration not stated)	i	i
Cc1ccccc1CSc1nnc(-c2ccncc2)o1	i	i
c1ccn2c(CNc3ncnc4sccc34)nnc2c1	i	i
O=C(CSc1nnc2scc(-c3ccccc3)n12)Nc1nsc(-c2ccccc2)n1	i	i
CCn1nnnc1-c1ccc(OC)c(S(=O)(=O)NCc2ccccc2)c1	i	i
CCCC1(CCC)NC(=O)N(CC(=O)Nc2cccc(OC)c2)C1=O	i	i
COc1cccc(-c2nc(SC)nc3sc(C(=O)NC(C)(C)C)c(N)c23)c1	i	i
O=C(COC(=O)c1cc(-c2cccs2)nn1-c1ccccc1)Nc1cc([N+](=O)[O-])ccc1Cl	i	i
Cn1nnnc1SCC(=O)Nc1ccc2c(c1)OCCO2	i	i
COc1ccc(/C=N/NC(=O)c2ccc3c(c2)NC(=O)C(C)(C)O3)cc1OC	i	i
CCc1ccc(-c2cc(C(F)(F)F)n3nc(C(=O)Nc4cnn(Cc5ccccc5C)c4)cc3n2)s1	i	i
CSc1ccc(-c2nnn(Cc3ccccn3)n2)cc1	i	i

New compounds follow.
SMILES	KCNQ2 inh	CHT inh
CC(=O)N1CCN(C(=S)NCCc2ccccc2)CC1	i	i
Nc1ccc(-c2sc(N)nc2-c2ccccc2)cc1	i	i
CCS(=O)(=O)c1ccc2c(c1)N(S(C)(=O)=O)CC(C(=O)NCc1ccccc1OC)O2 (configuration not stated)	i	i
CCCCNC(=O)c1onc(CSc2ccc(Cl)cc2)c1C(=O)O	i	i
CCCOc1ccc(/C(O)=C2\C(=O)C(=O)N(c3ccccn3)C2c2ccccc2F)cc1C (configuration not stated)	i	i
CN1CCN(NC(=O)CSc2ccc(Cl)cc2Cl)CC1	i	i
CNc1oc(C)nc1S(=O)(=O)c1ccc(C)cc1	i	i
CCc1ccc(NC(=O)Cn2cccc2)cc1	i	i
O=C(COc1ccccc1)NNc1nc2c(F)cccc2s1	i	i
COc1ccccc1NC(=O)CN1CCN(S(=O)(=O)c2ccc(Br)cc2)CC1	i	.
Cc1cc(NC(=O)CCC(=O)N(Cc2ccco2)C2(C(=O)NC3CCCC3)CCCCC2)no1	i	i
CC(=O)Oc1cccc(N2C(=O)c3ccc(C(=O)O)cc3C2=O)c1	i	i
COc1ccc(O[C@H]2C=C[C@@H](c3ccccc3)O[C@@H]2CO/N=C(\C)CCN2CCc3nc(-c4ccccc4)c(-c4ccccc4)cc3C2)cc1	i	i
COC(=O)C1=C(C(=O)OC)[C@@H]2N(C)c3ccccc3[C@@]23C[C@@H](C(=O)OC)N(C(=O)C2CCC2)C3=N1	i	i
CCOc1ccc(-c2cccc(NS(=O)(=O)c3cc([N+](=O)[O-])ccc3Cl)c2)nn1	i	i
CC1=C(C(=O)OCC2CCCO2)C(c2coc3ccc(Cl)cc3c2=O)C2=C(CCCC2=O)N1 (configuration not stated)	i	i
Cc1cc(NC(=O)c2ccccc2C)n(-c2cccc(F)c2)n1	i	i
C/C(=N\NC(=O)Cc1ccc(O)cc1)c1cccnc1	i	i
CN1CCN(CC#CCn2c3ccccc3c3ccccc32)CC1	i	i
CCOc1ccccc1CNC(=O)C1CCCN(c2nnc(C)c3c(C)n(-c4ccccc4)nc23)C1 (configuration not stated)	i	i
CC(=O)c1ccc(OCC(=O)NCC(c2ccco2)N2CCCCC2)cc1 (configuration not stated)	i	i
N#CC(C#N)=C(N)Nc1cccc(Cl)c1	i	i
Cc1cc(C)c2cc(C(c3nnnn3CC3CCCO3)N3CCN4CCCC4C3)c(=O)[nH]c2c1 (configuration not stated)	i	i
CN(CC1CCCN(CCc2ccc(F)cc2)C1)C(=O)CCC(N)=O (configuration not stated)	i	i
CCC(C)[C@@H](C(=O)NCC1CCC(C(=O)O)CC1)n1nnc2ccccc2c1=O (some centres not stated)	i	i
SMILES	KCNQ2 inh	CHT inh
Cc1cccc(C(=O)OCC(=O)NCC(C)C)c1O	i	i
CN(C)CCOc1ccc(/C(=C(/CCCl)c2ccccc2)c2ccccc2)cc1	i	i
Cn1cccc1C(=O)OCC(=O)NC1CCS(=O)(=O)C1 (configuration not stated)	i	i
CCc1cc(=O)oc2cc(OCC(=O)NCCN3CCOCC3)c(Cl)cc12	i	i
CCN(C(=O)c1c(N)cnn1C)c1ccccc1	i	i
Cc1ccc(C(C(=O)NC2CCCCC2)N(C(=O)Cc2c[nH]c3ccccc23)c2ccccc2C)o1 (configuration not stated)	i	i
CCOc1cc2[nH]c(=S)n(CCCOC)c(=O)c2cc1OCC	i	i
CCOC(=O)C1=C(C)NC(SC)=NC1c1ccc(OC)cc1 (configuration not stated)	i	i
CCN1CCN(S(=O)(=O)c2cc(OC)c(Cl)cc2OC)CC1	i	i
CC(C)CCN1CC(C(=O)NC(C)C)CC1=O (configuration not stated)	i	i
C1CCC(n2nnnc2CN2CCN(C3CCCC3)CC2)CC1	i	i
COc1ccc(C(=O)OCC(=O)Nc2ccc(F)cc2F)cc1OC	i	i
O=C(CNS(=O)(=O)c1ccc(Br)s1)NCCc1ccc(Cl)cc1	i	i
CN(C)S(=O)(=O)N1CCN(c2ccccc2Cl)CC1	i	i
COc1ccc(CC(=O)NCC(=O)Nc2ccccc2Br)cc1	i	i
COC(=O)c1[nH]c2cc(OC)ccc2c1N	i	i
CC1=Nc2cc(C(=O)N3CCCC3)ccc2Sc2c(C)ccc(C)c21	i	i
CCOC(=O)C1CCCN(CC(=O)Nc2c(C(=O)OC)[nH]c3ccc(Cl)cc23)C1 (configuration not stated)	i	i
CCOc1ccc(CC(=O)Nc2cccc(-c3ccc4nnc(C)n4n3)c2)cc1	i	i
CCOC(=O)c1[nH]c(CN2CCN(c3ccc(OC)cc3)CC2)c(C(=O)OCC)c1C	i	i
Cc1ccnc(NC(=S)NC(=O)/C=C/c2ccccc2)c1	i	i
COc1ccc(NS(=O)(=O)c2ccc3c(c2)n(C)c(=O)n3C)cc1	i	i
CCOc1ccc(-c2nnn(CC(=O)NCc3ccccc3)n2)cc1	i	i
O=C(Nc1ccnn1C1CCN(C(=O)c2ccc(Cl)cc2)CC1)C1CC1	i	i
Nc1ccc(-c2cnc(-c3ccc(N)cc3)nc2)cc1	i	i
SMILES	KCNQ2 inh	CHT inh
CCOC(=O)C1=C(C)N=C2SCCC(=O)N2[C@@H]1/C=C/c1ccccc1	i	i
CCCCn1c2ccc(F)cc2c2nnc(SCCN3CCCCC3)nc21	i	.
Cc1ccc(N=C2N=C(N)c3ccccc32)c(C)c1	i	i
Cc1sc2ncnc(NCCc3ccc(S(N)(=O)=O)cc3)c2c1C	i	i
O=C(NCC1(N2CCOCC2)CCCCC1)c1ccc(S(=O)(=O)Nc2ccccc2F)cc1	i	i
CO/N=C/NC(=O)NOCc1ccc(Cl)cc1Cl	i	i
Cc1nn(C)cc1CN1CCCC(C(=O)c2ccc(-c3ccccc3)cc2)C1 (configuration not stated)	i	i
CC(=O)N(Cc1cc2cc(C)ccc2[nH]c1=O)c1cccc(C)c1C	i	i
O=C(c1cccnc1)N1CCN(Cc2ccc3ccccc3c2)CC1	i	i
CC(C)(C)C(=O)COC(=O)c1ccccc1O	i	i
CCSc1nc(CC)c2c(c1C#N)CCCC2	i	i
O=C1CC(/C=C/c2ccncc2)=Nc2ccccc2N1	i	i
O=S(=O)(c1ccc2c(c1)OCCO2)N1CCC(n2nnc3cc(C(F)(F)F)ccc32)CC1	i	i
COc1ccc(CN(CC(O)COc2cccc3[nH]cc(C)c23)C(C)(C)C)cc1 (configuration not stated)	-5.88*	i
COc1ccc(OC)c(C2NC(=S)NC3=C2N2CCC3CC2)c1 (configuration not stated)	i	i
C=CCNC(=O)c1ccc2c(c1)nnn2C	i	i
CC(=O)OCC1OC(Sc2cccc3cccnc23)C(OC(C)=O)C(OC(C)=O)C1OC(C)=O (configuration not stated)	i	i
Nc1ccc(-c2c3ccc(=O)cc-3oc3cc(O)ccc23)cc1C(=O)O	i	i
COC(=O)c1ccc(CSc2ccccc2C)o1	i	i
COc1ccc(CCN(C)C2CCCN(C(=O)Cn3cccn3)C2)cc1OC (configuration not stated)	i	i
O=C(COc1ccc(Cl)cc1)Nc1nc(-c2ccc(S(=O)(=O)N3CCOCC3)cc2)cs1	i	i
COC(=O)c1cc(C#N)c(N(C)Cc2ccccc2)nc1C	i	i
CN(Cc1ccc(Cl)c(Cl)c1)C(=O)CN1C(=O)NC2(CCCC2)C1=O	i	i
Cc1ccc(OCc2cc(C(=O)N3CCC(Oc4cccnc4)CC3)no2)cc1C	i	i
N#Cc1c(-c2ccccc2)cc(-c2ccccc2)nc1Br	i	i
Cc1ccc(NC(=O)COc2ccc3c(c2)CCC3)nc1	i	i
